Screening data deposited in PubChem by The Scripps Research Institute Molecular Screening Center.
GPR151 activ: activators of human GPR151 | 650,000 compounds, 1% hits | Q8TDV0 | PathHunter beta-arrestin GPR151 cells, luminescence | activation, % at 11.2 µM | AID 1508602; in the data active means activation above about 4.9%;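 further: 0% = median of compound wells and 100% = cells with positive control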
Target sequence (Q8TDV0 whole entry, looked up): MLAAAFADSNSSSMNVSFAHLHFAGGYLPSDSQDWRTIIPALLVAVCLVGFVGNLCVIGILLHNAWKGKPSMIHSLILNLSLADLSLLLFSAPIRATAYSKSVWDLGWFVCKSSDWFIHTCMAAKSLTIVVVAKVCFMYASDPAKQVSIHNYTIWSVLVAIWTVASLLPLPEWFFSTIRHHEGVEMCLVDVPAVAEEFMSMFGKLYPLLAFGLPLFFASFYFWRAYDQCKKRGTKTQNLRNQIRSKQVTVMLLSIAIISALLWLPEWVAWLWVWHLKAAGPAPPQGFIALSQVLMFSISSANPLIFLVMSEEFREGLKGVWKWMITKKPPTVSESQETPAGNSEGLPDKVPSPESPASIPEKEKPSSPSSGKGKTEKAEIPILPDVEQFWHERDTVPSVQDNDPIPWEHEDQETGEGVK
FBW7 activator: human FBW7 E3 ligase activation, primary screen; AID 1259310; Q969H0; AlphaScreen FBW7–phospho-cyclin E peptide binding, activator screen; 650,000 compounds, 0.13% hits; normalized activity (activation), % at 26.1 µM; in the data active means normalized activity above about 1.9%;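 further: purified mutant Fbw7 with reduced substrate affinity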
MITF primary: human MITF inhibition, primary screen; O75030; AlphaScreen MITF homodimerization, bead proximity signal; inhibition, % at 2.6 µM; 650,000 compounds, 0.91% hits; AID 1259374; in the data active means inhibition above about 50%;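 further: 0% = vehicle wells with protein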
Target sequence (O75030 whole entry, looked up): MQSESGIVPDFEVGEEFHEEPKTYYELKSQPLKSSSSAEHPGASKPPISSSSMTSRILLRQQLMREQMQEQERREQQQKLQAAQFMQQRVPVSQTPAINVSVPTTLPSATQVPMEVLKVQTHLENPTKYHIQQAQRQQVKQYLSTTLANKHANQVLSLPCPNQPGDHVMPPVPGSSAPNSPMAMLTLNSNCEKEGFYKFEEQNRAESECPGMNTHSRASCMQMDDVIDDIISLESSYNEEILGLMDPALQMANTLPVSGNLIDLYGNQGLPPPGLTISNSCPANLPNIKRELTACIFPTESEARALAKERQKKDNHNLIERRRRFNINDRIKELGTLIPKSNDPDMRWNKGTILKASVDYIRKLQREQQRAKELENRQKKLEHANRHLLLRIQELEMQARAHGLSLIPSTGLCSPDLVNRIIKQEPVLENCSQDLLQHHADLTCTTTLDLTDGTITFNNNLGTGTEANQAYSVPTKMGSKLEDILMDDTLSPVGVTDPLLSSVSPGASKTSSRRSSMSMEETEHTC
TEAD-YAP inh: TEAD-YAP interaction inhibition | HEK-TIYL cells, TEAD-Gal4/YAP UAS-luciferase luminescence | inhibition, % at 9.12 µM | 640,000 compounds, 1.4% hits; in the data active means inhibition above about 32%;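 further: 0% = median of test compound wells and 100% = reference inhibitor wells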
Active calls of the source: *; & = joins results of further samples.

no.	compound	GPR151 activ	FBW7 activator	MITF primary	TEAD-YAP inh
1	CC(NC(=O)c1ccccc1[N+](=O)[O-])c1ccc(I)cc1 (configuration not stated)	0.6	0.3	2	0
2	Cc1cc(C)cc(NC(=O)c2cccs2)c1	-1.7	0.0	3	-32
3	Cc1ncn(-c2ccc(Nc3ncc4cccc(-c5cnn(-c6ccccc6)c5)c4n3)cc2)n1	1.0	-0.2	35	-2
4	COc1ccc(C(=O)Nc2nnc(C3CCCCC3)s2)cc1[N+](=O)[O-]	-0.9	0.5	3	5
5	CC1CCCC(N2CCN(C(=O)c3ccncc3)CC2)C1 (configuration not stated)	1.7	-0.1	53*	-5
6	COc1ccc(C2CC(=O)n3nc(-c4ccccc4)nc3S2)cc1OC (configuration not stated)	-0.1	0.1	8	1
7	Cc1cc(C(=O)C(=O)O)c(C)n1-c1ccc(Cl)cc1	-0.2	0.2	5	-13
8	CCOC(=O)c1c(C)c(C(=O)NCc2ccccc2)c(C)n1C	-0.1	0.1	-13	-7
9	CCOc1ccc(C(=O)CN2CCN(C3c4ccccc4-c4ccccc43)CC2)cc1	-3.0	-0.2	-5	-8
10	CC[C@@H](Cn1nc(-c2ccc(F)c(F)c2)ccc1=O)NC(=O)Cc1ccc(OC)cc1	-0.5	0.1	-7	5
11	C=CCn1c(=NC(=O)c2ccc(Cl)s2)sc2cc(NC(C)=O)ccc21	3.9	0.1	-15	-8
12	COc1cccc(C2C(C#N)=C(N)OC3=C2C(=O)CCC3)c1OC(=O)N1CCOCC1 (configuration not stated)	0.2	-0.1	2	8

(list continues)
no.	compound	GPR151 activ	FBW7 activator	MITF primary	TEAD-YAP inh
13	CCOC(=O)c1ccc(N2C(=S)NC3c4cc(Br)ccc4OC2(C)C3C(=O)N(C)C)cc1 (configuration not stated)	-0.5	0.1	31	3
14	Cc1cc(NC(=O)COC(=O)c2cccc(Oc3ccccc3)c2)no1	-1.8	0.1	-16	-5
15	CCC(Cc1ccccc1)NCc1c(C(=O)O)c(C)n(Cc2ccccc2)c1C (configuration not stated)	-0.6	0.0	22	12
16	O=C(Nc1ccc(Br)cc1)/C(=C/c1ccc2c(c1)OCO2)NC(=O)c1ccc(Br)cc1	0.2	0.0	9	-1
17	CCOC(=O)c1c(NC(=O)c2ccc(S(=O)(=O)N3CCN(C(=O)OCC)CC3)cc2)sc2c1CCC(C)C2 (configuration not stated)	1.2	-0.1	-21	2
18	Fc1ccc(-n2ncc3ccc(-c4ncn[nH]4)cc32)cc1	1.3	0.1	3	11
19	CC(C)c1nc2ccccc2n1CCC(=O)O	0.8	0.3	1	5
20	CCOc1cc(C#N)ccc1OCc1ccccc1F	-0.1	-0.3	7	-5
21	COc1cccc(/C=N/NC(=O)C(=O)NCC2CCCO2)c1 (configuration not stated)	1.6	-0.1	-8	6
22	Cc1nc2sc(C(=O)N3CCN(c4ccc([N+](=O)[O-])cc4)CC3)c(C)c2c(=O)[nH]1	-0.1	0.1	10	7
23	CCCCOc1ccc(C2C=C(Nc3ccccc3)C(=O)N2c2ccccc2)cc1 (configuration not stated)	0.5	0.1	-10	-1
24	O=C(O)C1CC=CCC1C(=O)N(Cc1ccccc1)c1ccccc1 (configuration not stated)	0.0	0.3	8	6

Continued.
no.	compound	GPR151 activ	FBW7 activator	MITF primary	TEAD-YAP inh
25	CCc1ccc(NC(=O)c2cn(-c3ccc(OC)cc3)c(=O)c3ccccc23)cc1	-1.5	1.3	10	13
26	CCCCCOC(=O)C1=C(C)NC2=C(C(=O)CC(C)(C)C2)C1c1cc(Br)c(O)c(OC)c1 (configuration not stated)	-1.6	-0.1	-4	-5
27	COC(=O)c1c(OC(C)C)cc(=O)n2c1CCN(Cc1cc3c(cc1Cl)OCO3)CC2	-1.0	0.2	5	11
28	Cc1c(C(=O)Nc2cccc(F)c2)cccc1[N+](=O)[O-]	0.8	0.0	-1	8
29	C=CCNC(=O)C(C)(C)Oc1ccc(Cl)cc1	0.1	0.0	19	-5
30	O=C(NCCCO)Nc1ccc2nc(-c3ccccc3)c(-c3ccccc3)nc2c1	-0.1	1.4	16	-3
31	COc1ccc(OC)c2[nH]c(=O)c(CCNC(=O)c3ccc(F)c(F)c3)cc12	0.0	-0.5	-4	0
32	CCOC(=O)CSc1nnc2c3c(C)c(C)sc3ncn12	5.8*	0.1	0	-5
33	Cc1sc2ncn(Cc3ccc(Cl)cc3)c(=O)c2c1C	0.2	0.2	14	5
34	O=C1CC(NCc2ccc3c(c2)OCO3)C(=O)N1c1ccc(Br)cc1 (configuration not stated)	0.4	-0.1	-11	-6
35	O=C(CCC(=O)OCC(=O)c1ccc(F)cc1)Nc1ccc([N+](=O)[O-])cc1	0.7	-0.1	2	2
36	COc1ccc(C2=NN3C(C2)c2ccccc2OC3c2ccc(C)cc2)cc1 (configuration not stated)	-0.1	-0.1	-1	-78

Other structures
no.	compound	GPR151 activ	FBW7 activator	MITF primary	TEAD-YAP inh
37	CCOc1ccc(CN2CCN(S(=O)(=O)c3ccc4ccccc4c3)CC2)cc1OC	0.9	-0.1	36	-1
38	O=C1CCC(=O)N1CCn1c2ccccc2c2nc3ccccc3nc21	-0.4	0.1	-10	-4
39	Cc1noc(C)c1C(=O)N1C2CCC1CC(c1ccc(F)cc1)C2 (configuration not stated)	0.5	0.1	-1	8
40	COc1ccc(/C=N/NC(=O)CO)c(OC)c1	0.1	0.2	9	1
41	CCCS(=O)(=O)N1CCN(S(=O)(=O)c2ccc(NC(C)=O)cc2)CC1	0.4	0.0	1	2
42	NC(=O)c1csc(-c2cccs2)n1	3.0	-0.1	31	-3
43	CCn1c(C(=O)O)c(CC(=O)NCCN2CCOCC2)c2ccccc21	0.3	0.1	-14	-4
44	CSc1nnc(NC(=O)c2cc(Cl)ccc2Cl)s1	-3.0	0.0	-4	-12
45	CCOC(=O)Nc1ccc2c(CN(C)CC(=O)Nc3cccc(C)c3C)cc(=O)oc2c1	-0.3	-0.1	6	-4
46	CC(=O)c1cccc(-c2nc(C(=O)NCCOc3ccccc3)cs2)c1	0.9	0.0	8	-44
47	CCOCCn1c(C(C)O)nc2ccccc21 (configuration not stated)	2.5	0.0	1	-6
48	CCOC(=O)c1ccc(N2C(=N)S/C(=C\c3ccc(OC)c(OC)c3OC)C2=O)cc1	1.0	0.1	10	8

One compound at a time (already shown).
Entry for CCOc1ccc(CN2CCN(S(=O)(=O)c3ccc4ccccc4c3)CC2)cc1OC → GPR151 activ = 0.9; FBW7 activator = -0.1; MITF primary = 36; TEAD-YAP inh = -1
Entry for CCn1c(C(=O)O)c(CC(=O)NCCN2CCOCC2)c2ccccc21 → GPR151 activ = 0.3; FBW7 activator = 0.1; MITF primary = -14; TEAD-YAP inh = -4
Entry for Cc1noc(C)c1C(=O)N1C2CCC1CC(c1ccc(F)cc1)C2 (configuration not stated) → GPR151 activ = 0.5; FBW7 activator = 0.1; MITF primary = -1; TEAD-YAP inh = 8

(listing goes on)
no.	compound	GPR151 activ	FBW7 activator	MITF primary	TEAD-YAP inh
49	CCCOc1ccc(Cc2c(Cl)nc(SC)nc2NC)cc1	-1.1	0.8	9	35*
50	N#Cc1ccccc1NC(=O)c1cccc2c1SCCC2=O	-0.3	-0.1	9	3
51	Cc1sc2ncnc(SCC(=O)Nc3ccc(Cl)cc3)c2c1C	-1.5	0.0	4	7
52	O=S(=O)(c1cccnc1)N1CCN(c2cccc(C(F)(F)F)c2)CC1	0.3	-0.3	17	21
53	CSc1nc2c(sc3ccccc32)c(=O)n1CC1CCCO1 (configuration not stated)	-0.7	-0.2	-15	-54
54	CCCCN(C)CCNc1nc(=S)[nH]c2ccccc12	-2.3	0.0	-5	-3
55	Cc1cc(C)n(C(=O)CCC2COc3ccccc3O2)n1 (configuration not stated)	1.5	-0.1	4	9
56	CCOC(=O)c1ccc(N2C(=O)C3ON(c4ccc(Cl)cc4)C(c4cccs4)C3C2=O)cc1 (configuration not stated)	1.4	0.1	-9	-7
57	CCOc1ccc(/C=N/NC(=O)C(C)Sc2nc(C)cc(C)n2)cc1OCC (configuration not stated)	0.8	-0.1	-6	0
58	CC(=O)OCC1OC(n2ccc3ccccc32)C(OC(C)=O)C(OC(C)=O)C1OC(C)=O (configuration not stated)	-0.3	0.1	-3	3
59	CC(C)(C)c1ccc(/C=C/C(=O)NCc2cccnc2)cc1	-0.9	-0.2	-6	-18
60	O=C(c1cccc(F)c1)N1CCN(Cc2ccccc2Cl)CC1	1.2	0.0	57*	3

(further entries)
no.	compound	GPR151 activ	FBW7 activator	MITF primary	TEAD-YAP inh
61	CCC(C)(C)c1ccc(OCCCCn2cc([N+](=O)[O-])nc2C)c(C(C)(C)CC)c1	1.4	0.0	-8	5
62	CCSCCOC(=O)C1=C(C)NC2=C(C(=O)C(C(=O)OC)C(C)C2)C1c1ccc(Cl)c(Cl)c1 (configuration not stated)	-0.5	0.2	0	4
63	O=C1CSC2(O1)C1CC3CC(C1)CC2C3 (configuration not stated)	-1.2	0.9	15	3
64	COc1ccc(OCC(=O)NNC(=O)c2ccncc2)cc1	-1.3	0.1	3	5
65	Cc1ccc(Nc2nc(Cl)nc(Nc3ccc(C)c(C)c3)n2)cc1	0.8	-0.1	1	4
66	COc1cccc(CNC(=S)Nc2ccc(OC)cc2OC)c1	0.2	-0.2	0	-5
67	CCc1ccccc1NC(=O)c1nc2nc(C)cc(C)n2n1	-1.3	0.4	15	5
68	O=S(=O)(Nc1ccc(-c2ccc(N3CCCC3)nn2)cc1)c1cccc(Cl)c1	-0.9	0.0	12	-18
69	COC(=O)CCCNC(=O)CC1C(=O)NCCN1Cc1ccccc1OC (configuration not stated)	-0.8	-0.1	-14	3
70	O=C(NNC(=O)c1cccc(Br)c1)Nc1ccc(Cl)c(Cl)c1	-1.0	0.1	16	-2
71	CCCCN(C)CCCNC(=O)CN1N=C(c2ccc(Cl)cc2)CCC1=O	-0.8	0.0	1	0
72	O=S(=O)(c1ccc(-c2csc(N3N=C(c4cccs4)CC3c3ccc(F)cc3)n2)cc1)N1CCCCC1 (configuration not stated)	0.5	0.1	12	2

Of the compounds above, these contain an NH in an aromatic ring.
no.	compound	GPR151 activ	FBW7 activator	MITF primary	TEAD-YAP inh
18	Fc1ccc(-n2ncc3ccc(-c4ncn[nH]4)cc32)cc1	1.3	0.1	3	11
22	Cc1nc2sc(C(=O)N3CCN(c4ccc([N+](=O)[O-])cc4)CC3)c(C)c2c(=O)[nH]1	-0.1	0.1	10	7
31	COc1ccc(OC)c2[nH]c(=O)c(CCNC(=O)c3ccc(F)c(F)c3)cc12	0.0	-0.5	-4	0
54	CCCCN(C)CCNc1nc(=S)[nH]c2ccccc12	-2.3	0.0	-5	-3

Later entries:
Each structure is followed by: GPR151 activ, FBW7 activator, MITF primary, TEAD-YAP inh
73. O=C(CSc1ccc(-c2ccc(-n3cccn3)cc2)nn1)N1CCCC1
 : 1.3, -0.1, 1, -16
74. CC1CCN(S(=O)(=O)N2CCN(S(=O)(=O)N(C)C)CC2)CC1
 : 0.7, 0.0, 4, 4
75. Cc1ccc(S(=O)(=O)N2CCCC2C(=O)Nc2nc3ccccc3s2)cc1 (configuration not stated)
 : -0.2, 0.0, -3, 5
76. CCN(CC)C(=O)c1sc(NC(=O)c2ccncc2)c(C(=O)OC)c1C
 : 0.3, 0.0, 10, 11
77. COC(=O)c1ccc(OCC(=O)c2ccc(O)cc2O)cc1
 : -1.1, -0.2, -6, 6
78. Cc1cc(C(=O)NCc2ccc(N3CCN(C)CC3)cc2)nn1C
 : 0.5, 0.1, 1, -5
79. CC/C(C)=N\Nc1nc(-c2ccccc2)cs1
 : 1.0, 0.4, 11, 7
80. O=C(N1CCOCC1)N1c2ccccc2C=Cc2ccccc21
 : -0.8, -0.1, -1, 31
81. CCOC(=O)N1CCN(C(=O)c2ccc3c(SCC(=O)O)c4c(nc3c2)CCC4)CC1
 : 0.9, 0.0, -1, 6
82. O=C(Nc1ccc(Br)cc1F)C1(c2cccs2)CCOCC1
 : -1.1, 0.1, 0, 7
83. Cc1cccn2c(CNCCSc3nncn3C)c(C(=O)N3CCCCC3)nc12
 : 0.8, -0.1, -3, -4
84. COc1cccc(C(=O)N2CC3CC3C2C(=O)O)c1 (configuration not stated)
 : -0.1, -0.1, -3, -6
85. O=C(CC1S/C(=N/N=C/c2cccnc2)NC1=O)Nc1ccccc1 (configuration not stated)
 : 2.4, 0.0, -6, -1
86. COc1ccc(CNc2ccc(C(=O)Nc3ccc(C(F)(F)F)cc3)cc2[N+](=O)[O-])cc1
 : 0.7, 0.0, 14, -1
87. COc1cc(/C=N/NC(=O)C2COc3ccccc3O2)ccc1O (configuration not stated)
 : 2.2, 0.0, 14, 13
88. Cc1cc(C(=O)Nc2cnn(Cc3ccc(Cl)cc3Cl)c2)no1
 : 1.5&-0.9, 0.2, -15, -5
89. Cc1ccccc1CN1C(=O)C(O)(CC(=O)c2ccc3c4c(cccc24)CC3)c2ccccc21 (configuration not stated)
 : 1.0, 0.0, -7, -9
90. COc1ccc(Cn2c(SCC(=O)c3ccccc3)nc3c(sc4cccc(F)c43)c2=O)cc1
 : -1.3, 0.1, 9, 4
91. Cc1cc(C(=O)Nc2sc3c(c2C(N)=O)CCCC3)ccc1[N+](=O)[O-]
 : -0.5, 0.1, 11, -3
92. CC(=O)NCCNS(=O)(=O)c1sc2ccc(Cl)cc2c1C
 : 1.1, 0.0, 2, 2
93. COc1ccc(C(=O)Nc2ccnn2C2CCN(C(=O)c3ccccc3)CC2)cc1
 : -1.3, 0.0, -3, -24
94. C=CCNC(=O)CCc1cccc(Oc2ccc(F)cc2)c1
 : 0.8, 0.2, 7, 0
95. COc1cc(OC)c(NC(=O)C(c2ccccc2)N2Cc3ccccc3C2=O)cc1Cl (configuration not stated)
 : 0.0, -0.1, -7, -14
